# TEAD-YAP inh: TEAD-YAP interaction inhibition; HEK-TIYL cells, TEAD-Gal4/YAP UAS-luciferase luminescence; inhibition, % at 9.12 µM; 1.4% of 640,000 active; AID 1259422; in the data active = inhibition above about 32%;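 note: 0% = median of test compound wells and 100% = reference inhibitor wells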
# MITF inh: blocks human microphthalmia-associated transcription factor. O75030. AlphaScreen MITF homodimerization, bead proximity signal. inhibition, % at 2.6 µM. 0.91% of 650,000 active; in the data active = inhibition above about 50%;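 note: 0% = vehicle wells with protein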
# Target sequence (O75030 whole entry, looked up): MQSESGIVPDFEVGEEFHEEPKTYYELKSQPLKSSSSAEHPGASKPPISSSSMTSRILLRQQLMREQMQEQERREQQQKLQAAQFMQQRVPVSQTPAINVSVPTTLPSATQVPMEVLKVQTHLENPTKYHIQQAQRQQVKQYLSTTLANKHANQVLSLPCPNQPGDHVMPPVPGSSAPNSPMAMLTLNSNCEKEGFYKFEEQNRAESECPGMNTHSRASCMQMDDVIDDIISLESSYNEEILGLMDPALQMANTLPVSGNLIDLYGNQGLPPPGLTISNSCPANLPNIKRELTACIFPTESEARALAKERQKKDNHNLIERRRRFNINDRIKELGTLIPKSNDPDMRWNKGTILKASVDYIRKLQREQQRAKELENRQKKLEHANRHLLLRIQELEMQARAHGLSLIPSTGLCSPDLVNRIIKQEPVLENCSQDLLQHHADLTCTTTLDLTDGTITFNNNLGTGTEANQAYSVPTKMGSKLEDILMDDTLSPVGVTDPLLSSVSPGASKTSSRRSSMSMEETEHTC
# FBW7 act: activators of human E3 ligase FBW7; Q969H0; 0.13% of 650,000 active; AID 1259310; AlphaScreen FBW7–phospho-cyclin E peptide binding, activator screen; normalized activity (activation), % at 26.1 µM; in the data active = normalized activity above about 1.9%;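 note: purified mutant Fbw7 with reduced substrate affinity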
# GPR151 ag: human GPR151 activation; PathHunter beta-arrestin GPR151 cells, luminescence; 1% of 650,000 active; activation, % at 11.2 µM; AID 1508602; Q8TDV0; in the data active = activation above about 4.9%;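 note: 0% = median of compound wells and 100% = cells with positive control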
# Target sequence (Q8TDV0 whole entry, looked up): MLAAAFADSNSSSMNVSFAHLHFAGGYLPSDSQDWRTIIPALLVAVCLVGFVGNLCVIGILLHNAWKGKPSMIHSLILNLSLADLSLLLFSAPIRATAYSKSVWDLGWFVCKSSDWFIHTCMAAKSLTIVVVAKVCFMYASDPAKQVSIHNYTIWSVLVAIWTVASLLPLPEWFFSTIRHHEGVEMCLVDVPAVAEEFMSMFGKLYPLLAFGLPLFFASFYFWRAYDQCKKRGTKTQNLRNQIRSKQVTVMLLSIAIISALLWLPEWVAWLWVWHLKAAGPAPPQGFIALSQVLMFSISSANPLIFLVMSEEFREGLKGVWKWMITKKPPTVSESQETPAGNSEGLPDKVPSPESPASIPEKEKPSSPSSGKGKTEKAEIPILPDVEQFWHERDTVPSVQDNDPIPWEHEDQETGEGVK
# * hit, by the source's call.
molecule	TEAD-YAP inh	MITF inh	FBW7 act	GPR151 ag
N#Cc1ccc(/C=N/NC(=O)CCC(=O)Nc2ccccc2)cc1	0.3	14.0	0.6	-1.2
CCOC(=O)C1(C)NC(c2cccs2)C2C(=O)N(CC)C(=O)C21 (stereo unspecified)	10.4	-6.4	0.1	-0.9
Cc1ccc2c(c1)CN(CC(=O)NCc1cnn(Cc3ccccc3)c1)CC(C)O2 (stereo unspecified)	-9.0	9.8	-0.2	0.2
O=C(O)c1cccc(-n2cccc2/C=C\[N+](=O)[O-])c1	-8.1	63.2*	-0.4	0.4
CCc1nnc2sc(-c3ccc(NC(=O)c4ccc([N+](=O)[O-])o4)cc3)nn12	11.4	-4.6	-0.2	-0.4
C#CCOc1ccc2ccccc2c1C=O	22.0	-3.2	-0.1	-0.6
CCN1C(=O)/C(=C/c2ccc(C(=O)O)cc2)SC1=S	-3.9	-8.7	0.2	0.3
Cc1ccc(S(=O)(=O)c2nc(S(C)(=O)=O)sc2NC(C)C)cc1	9.1	-19.9	0.2	-0.3
N#Cc1c(NC(NC(=O)c2cccs2)(C(F)(F)F)C(F)(F)F)sc2c1CCCC2	8.1	-3.5	-0.2	-1.2
Cn1c2ccccc2n2c(=O)n(CC(=O)NC3(C)C4CCC(C4)C3(C)C)nc12 (stereo unspecified)	3.8	5.3	0.1	-0.4
Cn1nnc(NC(=O)c2cccc3ccccc23)n1	9.7	7.0	0.1	1.5
Cc1ccc(-c2nc(NCC3CCCO3)sc2CC(=O)O)cc1 (stereo unspecified)	-8.4	-1.0	0.0	-0.6
O=C(O)CNC(=O)/C(=C/c1ccc2c(c1)OCO2)NC(=O)c1ccccc1Cl	-2.0	10.7	0.0	-0.6
c1cnc2nc(-c3ccsc3)c(Nc3ccc4c(c3)OCCO4)n2c1	7.9	0.0	-0.2	0.5
CC(=O)c1c(C)[nH]c(C(=O)Nc2nc3c(C)cc(C)cc3s2)c1C	-7.0	0.6	0.3	5.9*
CCN(CC)CCn1cnc2c1c(=O)[nH]c(=O)n2Cc1ccccc1	-5.9	-11.2	0.4	0.2
O=C(C1CCC(CNS(=O)(=O)c2cccc3cccnc23)CC1)N1CCc2ccccc21 (stereo unspecified)	-8.9	-6.4	-0.1	1.4
CC(NS(=O)(=O)c1ccc(F)cc1)C(=O)Nc1cccc(C(F)(F)F)c1 (stereo unspecified)	2.6	16.4	0.0	0.4
CN1C(=O)[C@H]2CN(C(=O)c3cccc4ccccc34)CCN2C(=O)[C@@H]1CO	-9.5	-10.7	-0.2	-0.8
O=C(NCCc1ccccc1)c1cccc(Cl)c1	-86.8	-12.4	-0.2	0.5

# Some entries already given, limited to TEAD-YAP inh and MITF inh:
SMILES	TEAD-YAP inh	MITF inh
N#Cc1c(NC(NC(=O)c2cccs2)(C(F)(F)F)C(F)(F)F)sc2c1CCCC2	8.1	-3.5
Cn1c2ccccc2n2c(=O)n(CC(=O)NC3(C)C4CCC(C4)C3(C)C)nc12 (stereo unspecified)	3.8	5.3
Cn1nnc(NC(=O)c2cccc3ccccc23)n1	9.7	7.0

# (next part)
molecule	TEAD-YAP inh	MITF inh	FBW7 act	GPR151 ag
O=C(CCn1c(=S)[nH]c2cc3c(cc2c1=O)OCO3)N1CCN(Cc2ccccc2)CC1	-1.1	-3.2	0.1	-1.0
CCN(CC)c1ccc(C=C(C(C)=O)C(C)=O)c(OC(C)=O)c1	10.8	-4.7	0.7	-0.2
CC(=O)N1CCC2(CC1)CC(=O)c1ccccc1O2	0.3	1.8	0.2	0.3
COc1ccccc1OCCCC(=O)Nc1ccc(S(=O)(=O)Nc2nccs2)cc1	-7.2	24.3	0.0	1.1
COc1cc(Nc2nc(N3CCN(c4ccccn4)CC3)nc3c2ncn3C(C)C)cc(OC)c1OC	-7.8	-0.2	-0.2	0.3
CN1C(=O)S/C(=C/c2ccc(Br)cc2)C1=O	-16.3	-2.2	-0.1	0.8
Cc1ccc2nc(-c3ccc(OC(=O)c4cccc(I)c4)cc3)sc2c1	84.4*	-4.5	-0.2	-1.8
NC(C(=O)N1CCC(C(=O)Nc2ccc3[nH]ncc3c2)C1)c1ccc(Br)cc1 (stereo unspecified)	3.2	20.2	0.1	0.3
CC(=O)Nc1c2c(nn1-c1ccc(F)cc1)CS(=O)(=O)C2	15.0	9.9	-0.1	0.3
O=C(Cc1ccc(F)cc1)NCC1Cc2cc(-c3cccnc3)ccc2O1 (stereo unspecified)	0.5	2.2	-0.2	1.1
Clc1ccc(Cl)c2nsnc12	8.6	4.9	0.2	-1.6
N#Cc1cc2c(nc1SCC(N)=O)CCCC2	-10.1	-0.7	0.1	0.2
CCCCOC(=O)c1ccc(NC(=O)c2cc3c(=O)n4cccc(C)c4nc3s2)cc1	-0.5	-3.6	0.0	1.7
O=c1[nH]c(-c2ccccc2O)nc2c1oc1ccccc12	-11.3	-4.9	-0.2	-0.2
C=CCn1c(C)cc(C(=O)COC(=O)c2cccc(O)c2)c1C	87.0*	-2.9	0.0	-8.9
COCCNC(=O)CSc1cc(Cl)nc(Cl)c1	10.3	7.7	-0.1	-2.1
Cc1ccc(C23CC4CC(C2)CC(c2csc(NC(=O)c5ccccc5)n2)(C4)C3)cc1	3.5	8.3	0.0	0.7
CCOC(=O)c1cc(NS(=O)(=O)c2ccccc2)ccc1Cl	4.3	11.2	0.1	-2.2
Cc1nc2c(cnn2-c2ccccc2)c(=O)n1Cc1ccccc1	9.3	-2.5	0.2	2.8
O=C(COc1ccc(Cl)cc1Br)N/N=C/C=C/c1ccco1	0.1	-21.3	-0.1	1.5

# Remaining list, next part.
molecule	TEAD-YAP inh	MITF inh	FBW7 act	GPR151 ag
CN(C)c1ccc(CNC23CC4CC(CC(C4)C2)C3)cc1	6.6	11.7	0.0	0.3
O=C(CN1N=NC2C(=O)N(c3cccc(Cl)c3)C(=O)C21)Nc1ccccc1Cl (stereo unspecified)	16.8	13.8	0.0	0.8
COc1ccc(C2=NS(=O)(=O)N(C)C(C(=O)Nc3sc4c(c3C#N)CCC4)=C2)cc1	-8.3	2.4	-0.2	-0.5
CCOC(=O)C1=C(C)N=c2s/c(=C/c3cccs3)c(=O)n2C1c1ccccc1 (stereo unspecified)	10.4	4.3	-0.1	-0.2
CN(C)c1ccc(/C=C/c2nc3ccccc3c(=O)n2CCCO)cc1	-13.1	8.9	0.1	1.5
c1ccc(-c2nccc(NCC3CCCO3)n2)cc1 (stereo unspecified)	-1.8	14.8	0.1	-0.5
Cc1cc(S(=O)(=O)Nc2ccc3c(c2)CC(=O)N3C)ccc1F	14.3	23.1	-0.1	2.4
COc1ccccc1-n1c(CNC(=O)C23CC4CC(CC(C4)C2)C3)nnc1SC	4.5	18.7	0.1	-0.5
O=C(NCC(c1ccco1)N1CCN(c2ccccc2)CC1)c1cccc([N+](=O)[O-])c1 (stereo unspecified)	-9.1	-9.8	0.1	1.6
CCNC(=O)Cc1csc(Nc2ccc(Cl)cn2)n1	5.8	19.7	0.5	-0.5
CCOC(=O)c1cc(S(=O)(=O)Nc2cc(OCC)ccc2OCC)cn1C	-5.6	6.1	0.0	-0.6
O=C(COc1ccc([N+](=O)[O-])cc1)NNC(=O)c1cccc([N+](=O)[O-])c1	-6.7	-6.6	-0.1	0.1
CCOC(=O)Cc1nnc(NC(=O)c2ccccc2Br)s1	2.2	-1.9	0.0	0.1
CCc1ccc(C2C(C(=O)OC)=C(C)NC(C)=C2C(=O)OC)cc1	6.5	-17.7	0.2	-0.2
CC(=O)Nc1nc(SCC(=O)Nc2nccs2)[nH]c(=O)c1NC(=O)c1ccccc1	2.6	0.9	0.2	-0.7
Nc1nc(NCCO)cc(NCc2cccnc2)n1	5.1	5.7	-0.1	0.1
COc1ccc(-c2nnc(-c3cccc(F)c3)o2)cc1OC	-62.4	3.8	0.0	0.6
CC(C)N1C(=O)c2ccccc2C1C(=O)NC1CCCCCC1 (stereo unspecified)	-5.5	-9.7	-0.1	0.9
COc1cccc(OC)c1C(=O)Nc1cccc(-c2ccc(N3CCCC3)nn2)c1	-31.7	-1.6	-0.1	-2.5
CCC(Sc1ncnc2c1cnn2-c1ccc(Cl)cc1)C(=O)OC (stereo unspecified)	6.2	1.5	-0.2	-0.3

# Further compounds:
molecule	TEAD-YAP inh	MITF inh	FBW7 act	GPR151 ag
CC(=O)c1ccc(-c2ccc(C(=O)NC3CCS(=O)(=O)C3)c(N(C)C(C)=O)n2)s1 (stereo unspecified)	1.6	-7.9	0.2	-1.1
COCCn1c(=O)[nH]c2nc(-c3cccc4ccccc34)cnc21	5.6	3.0	0.0	0.2
CC(=O)Nc1nnc(SCc2ccccc2F)s1	-29.4	-4.5	0.0	4.7
O=C(COCc1nc2ccccc2c(=O)[nH]1)NCCc1ccccc1	4.4	-8.8	0.0	-0.5
O=C(CCc1nnc(Cc2ccc3c(c2)OCO3)o1)NCc1nc2ccccc2s1	2.6	9.3	-0.1	-0.7
CCC(=O)N[C@@H]1c2ccccc2C2(CCN(Cc3ccc(CO)o3)CC2)[C@H]1OCCOC	-8.3	-17.6	-0.1	1.2
Cc1ccc(CN2CCN(Cc3cc(C(C)C)n[nH]3)CC2CCO)cc1 (stereo unspecified)	0.6	1.3	-0.1	1.1
O=C(/C=C/c1ccccc1Cl)N1CCN(c2cc(-c3ccccc3)ncn2)CC1	-11.8	6.0	0.0	-1.5
COC(=O)C(CCCCCCC(C(=O)OC)C(=O)OC)C(=O)OC	-6.7	13.1	0.2	-0.2
CCc1cc(C(=O)Cc2nnc(-c3ccccc3)s2)c(O)cc1O	-24.5	4.2	0.2	4.5
O=C(Nc1ccc2oc(-c3ccncc3)nc2c1)c1cccc(OCc2ccccc2)c1	-3.2	1.6	0.1	-1.8
COc1ccc(/C=C/C(=O)O)cc1S(=O)(=O)NCCO	-4.6	7.7	0.0	0.0
COc1ccc(S(=O)(=O)N2CCc3ccccc32)cc1C	21.4	-18.5	-0.2	-0.2
N#C/C(=C/c1cc2c(cc1Cl)OCO2)c1ccc(C(=O)O)cc1	-9.3	-0.7	-0.4	0.4
CN(C(=O)c1cnc2scc(C(C)(C)C)n2c1=O)c1ccccc1	12.2	-1.0	0.0	-0.7
Cc1nn(C)cc1CN(C)C(=O)CCc1nnc(CCC2CCCCC2)o1	-21.0	1.4	0.2	0.3
CN1CCC(NS(=O)(=O)c2cccc(Br)c2)CC1	6.2	9.6	0.4	-1.7
CCc1ccc(S(=O)(=O)NCc2ccc(OC)c(OC)c2)cc1	14.6	2.5	0.0	0.0
CN1CN=C2SC3(COC(c4ccc(N(C)C)cc4)OC3)C(=O)N2C1 (stereo unspecified)	4.3	-11.1	-0.3	1.1
COc1ccc(C(=O)NCCCN2CCOCC2)cc1	-5.6	-3.9	-0.1	-0.7

# Following part:
molecule	TEAD-YAP inh	MITF inh	FBW7 act	GPR151 ag
CCn1c[n+](CC(O)COc2ccccc2)c2cc(C)c(C)cc21 (stereo unspecified)	1.4	-6.4	-0.1	2.5
O=C(CN(Cc1ccccc1Cl)C(=O)CNC(=O)c1cccs1)NC1CCCC1	-0.5	-1.9	0.0	-0.5
O=C(N/N=C/c1cccc([N+](=O)[O-])c1)C(=O)N1CCCCCC1	7.8	22.8	0.2	-0.8
Cc1ccccc1NC(=O)COc1ccc(Cl)cc1	-5.0	-2.3	0.7	-0.5
Cc1ccc2c(c1)c(-c1ccccc1)c(-c1ccccc1)n2CCC(=O)O	1.4	-5.3	0.0	0.3
CCc1c(C)sc(NC(=O)CC#N)c1C#N	-6.4	6.5	-0.2	1.9
CCOC(=O)c1c(-c2ccccc2Cl)csc1NC(=O)CSc1nnc2cc(C)c3ccccc3n12	-1.6	-5.0	-0.1	3.7
NC(=O)CCn1c2ccccc2c2ccccc21	5.6	7.0	0.1	-0.9
COc1cccc(C(=O)Nc2ncc3c(n2)CC(C)(C)CC3=O)c1	-5.9	10.2	0.2	-0.4
CN(C)CCN1CN(CCN(C)C)CN(CCN(C)C)C1	-1.6	-8.3	0.0	3.2
CCOC(=O)CSc1nc2ccccc2c(=O)n1CCc1ccccc1	9.3	9.5	0.7	-0.1
CCOc1ccc(/C(O)=C2/C(=O)C(=O)N(CCCN3CCOCC3)C2c2ccc(Br)cc2)cc1C (stereo unspecified)	-0.7	-2.7	0.1	1.4
O=C(CN1C(=O)C(=O)c2cc(Br)ccc21)NCC1CC1	7.3	-3.3	0.3	1.0
CCCOC(=O)COc1ccc2c(=O)c(Oc3ccccc3Br)coc2c1	6.8	17.7	-0.3	-0.4
COc1ccc(C(=O)CSc2nnc(CNC(=O)c3ccco3)n2C)cc1	-2.6	10.5	0.1	1.4
NC(=O)c1ccc(Nc2ccc3nonc3c2[N+](=O)[O-])cc1	-1.4	-12.1	0.0	-0.2
Cc1ccc(-c2nnc(Nc3ccc(Cl)cc3)c3ccccc23)cc1S(=O)(=O)NCc1ccccn1	7.1	1.5	0.2	-0.2
Cn1c(/C=C/c2ccc3c(c2)OCO3)nc2ccccc2c1=O	-35.6	-1.2	-0.1	-1.3
O=S(=O)(c1ccccc1)N(CC(O)CN(Cc1ccccc1)Cc1ccccc1)c1ccccc1 (stereo unspecified)	14.5	3.0	0.1	0.6
O=C(COC(=O)c1ccc2c(c1)S(=O)(=O)c1ccccc1C2=O)NC1CCCC1	-4.0	-1.2	0.1	1.1
Cc1cc(-n2c(SCc3nc4ccccc4[nH]3)nc3ccsc3c2=O)ccc1Cl	4.2	12.4	0.5	-1.6

# Screening data deposited in PubChem by The Scripps Research Institute Molecular Screening Center.
